High-throughput results (PubChem)
GoLoco inh red – qHTS Assay for Inhibitors of RGS12 GoLoco Motif Activity (Red Fluorophore); Gai1:RGS12 GoLoco peptide FP, rhodamine, 10 min; Potency, µM (titrated, usually from 61.6 µM), inactives show at the highest dose activity, negative = inhibition, usual class: inhibitors; 230,000 tested, 0.44% active; AID 880, 2007; active = well fitted inhibition curve with a large enough effect, not every such curve was filed as active; inactive = no such curve, though single readings can be large or run the other way; note: nearly all actives have a fitted effect of over 30% in size; many of its hits are not listed in these tables
Target sequence (P63096 whole entry, looked up): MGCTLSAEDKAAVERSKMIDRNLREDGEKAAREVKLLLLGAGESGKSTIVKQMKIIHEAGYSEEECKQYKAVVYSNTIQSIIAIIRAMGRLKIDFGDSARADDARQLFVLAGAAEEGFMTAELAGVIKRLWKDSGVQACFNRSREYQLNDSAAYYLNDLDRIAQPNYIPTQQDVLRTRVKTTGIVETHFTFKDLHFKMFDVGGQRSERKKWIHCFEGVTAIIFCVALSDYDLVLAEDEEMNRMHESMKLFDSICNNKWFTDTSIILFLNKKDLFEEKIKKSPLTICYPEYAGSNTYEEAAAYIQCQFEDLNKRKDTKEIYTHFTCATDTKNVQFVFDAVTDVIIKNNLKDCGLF
TR SRC2 fluor cs – Total Fluorescence Counterscreen for Inhibitors of the Interaction of Thyroid Hormone Receptor and Steroid Receptor Coregulator 2; TRb/SRC2 Texas Red total fluorescence interference; Potency, µM (doses to about 106 µM), for inactives: top-dose fluorescence change, negative = quenching; 280,000 tested, 0.29% active; AID 1479, 2009; active = well fitted curve in either direction with a large enough effect; inconclusive = small, poorly fitted or top-dose-only effect
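Flags fluorescent or light-absorbing compounds by total fluorescence, S + 2P, at 555 nm excitation and 632 nm emission. Mixture: 20 nM Texas Red SRC2 peptide, 0.6 uM human TRb LBD, 1 uM T3, 5% DMSO; compound exposure 5 h at ambient temperature.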
Tau ThT inhib – qHTS for Inhibitors of Tau Fibril Formation, Thioflavin T Binding; recombinant tau K18 P301L (four-repeat tau fragment), heparin-induced fibrillization, ThT fluorescence; 270,000 tested, 2.1% active; AID 1460, 2008; Potency, µM (titrated, usually from 57.4 µM), for inactives: top-dose activity, negative = inhibition, actives largely listed as inhibitors; note: nearly all actives have a fitted effect of over 55% in size
Target sequence (P10636 561-689 P618L limits assumed): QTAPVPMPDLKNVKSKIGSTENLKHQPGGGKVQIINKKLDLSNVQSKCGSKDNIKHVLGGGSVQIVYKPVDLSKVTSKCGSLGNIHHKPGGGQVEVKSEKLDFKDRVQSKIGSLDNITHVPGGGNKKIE
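K18 P301L tau (15 uM + 0.24 uM Alexa 594-tagged), heparin 20 uM, NaOAc pH 7, 6 h 37 C; ThT 30 uM, 1 h RT, ex 450/em 510 nm.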
L3MBTL1 block – qHTS Assay for the Inhibitors of L3MBTL1; AID 485360, 2010; Potency, µM (doses to about 57.1 µM), without a hit: at the highest dose activity, negative = inhibition, usual class: inhibitors; AlphaScreen L3MBTL1–H3K9me1 peptide binding; 230,000 tested, 0.66% active; Lethal(3)malignant brain tumor-like protein 1 (Homo sapiens), Q9Y468; note: nearly all actives have a fitted effect of over 60% in size
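L3MBTL1 50 nM + b-AHA-H3(1-15)K9me1 75 nM, 30 min RT; compound added, 30 min RT; streptavidin donor/Ni-chelate acceptor beads 10 ug/mL each final, 30 min RT dark; AlphaScreen read.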
KDM4E inh – qHTS Assay for Inhibitors of Human Jumonji Domain Containing 2E (JMJD2E). Lysine-specific demethylase 4E (Homo sapiens), B2RXH2. JMJD2E catalytic domain, FDH-coupled NADH fluorescence (FDH is formaldehyde dehydrogenase). Potency, µM (highest dose often 57.1 µM), for the others: at the top dose activity change, negative = inhibition, actives largely listed as inhibitors. 230,000 tested, 1.6% active. AID 2147, 2009; active = well fitted inhibition curve with a large enough effect, not every such curve was filed as active; inconclusive = small, poorly fitted or top-dose-only effect, or another doubt; inactive = no such curve, though single readings can be large or run the other way;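 note: 0% = wells with enzyme and -100% = buffer wells without enzyme; nearly all actives have a fitted effect of over 50% in size; many of its hits are not listed in these tables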
Target sequence (B2RXH2 1-337 limits assumed): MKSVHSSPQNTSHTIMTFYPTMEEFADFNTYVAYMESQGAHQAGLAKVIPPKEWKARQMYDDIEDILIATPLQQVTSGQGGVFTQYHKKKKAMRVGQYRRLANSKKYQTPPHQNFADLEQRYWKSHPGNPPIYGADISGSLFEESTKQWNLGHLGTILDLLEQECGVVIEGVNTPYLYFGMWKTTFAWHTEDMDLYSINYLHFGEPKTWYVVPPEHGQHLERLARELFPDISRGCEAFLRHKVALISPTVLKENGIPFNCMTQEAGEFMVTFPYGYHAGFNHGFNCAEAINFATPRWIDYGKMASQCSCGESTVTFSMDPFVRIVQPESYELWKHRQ
Tau FP inhib – qHTS for Inhibitors of Tau Fibril Formation, Fluorescence Polarization; Microtubule-associated protein tau (Homo sapiens), P10636; K18 P301L tau heparin fibrillization, Alexa594 FP, 6 h; Potency, µM (highest dose often 57.7 µM), for the others: at the highest dose activity, negative = inhibition, hits mostly inhibitors; 280,000 tested, 0.39% active; AID 1468, 2008; note: nearly all actives have a fitted effect of over 55% in size
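Recombinant K18 P301L […], labeled with Alexa 594 at 0.24 uM over 15 uM unlabeled; heparin inducer 20 uM final; 37 C, 6 hr; FP endpoint.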
TRb SRC2 PPI – qHTS for Inhibitors of the Interaction of Thyroid Hormone Receptor and Steroid Receptor Coregulator 2 | Thyroid hormone receptor beta (Homo sapiens), P10828 | TRbeta-SRC2 peptide binding, fluorescence polarization; receptor liganded with 1 µM T3 | Potency, µM (top dose mostly 106 µM), for inactives: at the top dose activity change, negative = inhibition, actives largely listed as inhibitors | 280,000 tested, 0.065% active;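 note: plate controls were bound peptide for no effect and peptide without receptor for full effect; nearly all actives have a fitted effect of over 50% in size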
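Compounds were added to 0.6 uM TRb ligand-binding domain and 20 nM Texas Red-labeled SRC2 peptide in Tris buffer containing 1 uM T3, incubated 5 hr at ambient temperature, then read by fluorescence polarization.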
RECQ1 inh – qHTS Assay for Inhibitors of RecQ-Like Dna Helicase 1 (RECQ1); ATP-dependent DNA helicase Q1 (Homo sapiens), P46063; RECQ1 DNA unwinding, red fluorescence kinetic read; Potency, µM (titrated, usually from 57.3 µM), inactives show at the top dose activity, negative = inhibition, most hits filed as inhibitors; 240,000 tested, 0.54% active; AID 2549, 2010;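 note: plate controls were vehicle for no effect and no enzyme for full effect; nearly all actives have a fitted effect of over 30% in size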
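RECQ1T1 50 nM; forked duplex (20 bp + 30-nt ss tails) 200 nM, ATP 2 mM final; pH 8.0, 2 mM MgCl2, 2.5 ug/ml poly(dI-dC); 15 min compound preincubation; discontinuous kinetic read over 2 h at RT.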
The depositor's hits bear a star; i = inactive; ? = inconclusive; . = no result given; & = joins results of further samples; [ ] = another dose, or the depositor's remark. Unless noted, calls come from the whole dose curve; as a rule, active = well fitted curve in the direction sought with a large enough effect; inconclusive = small, poorly fitted or top-dose-only effect, or another doubt; inactive = no such curve, though single readings can be large; an effect the other way counts as inactive or inconclusive. Unless noted, % is set by controls: 0 for no effect and ±100 for the full control effect; potency is the fitted concentration of half-maximal effect. Not all compounds are listed; count on the stated rates, not on these rows.

SMILES | GoLoco inh red | TR SRC2 fluor cs | Tau ThT inhib | L3MBTL1 block | KDM4E inh | Tau FP inhib | TRb SRC2 PPI | RECQ1 inh
Cc1ccc2c(c1)cc(C(=O)Nc1ccccc1C)n2C | . | -1% | 0% | . | . | 2% | 2% | .
COc1ccc(C(C)=O)cc1COC(=O)c1ccc(OCc2c(C)noc2C)cc1 | 9% | 1% | 0% | 0% | -2% | -9% | -8% | i
CCOC(=O)C(=Cc1cn(C)c2ccc(S(=O)(=O)N(C)C)cc12)C(=O)OCC | 9% | -1% | -15% | 1% | 28% | 5% | -2% | -5%
CCOC(=O)c1ccc(NC2c3ccccc3C(=O)N2c2ccccn2)cc1 (stereo unspecified) | 13% | -1% | -6% | . | -5% | ? | 5% | -5%
COc1cccc(-c2coc3c(C)c4oc(=O)c(CCC(=O)O)c(C)c4cc23)c1 | 6% | -1% | -12% | . | -9% | 9% | 2% | 1%
Cc1noc(-c2ccccc2OCC(=O)Nc2cccc([N+](=O)[O-])c2)n1 | . | -1% | ? | . | . | 7% | 10% | .
CCCCCOC(=O)NCC(O)c1ccccc1 (stereo unspecified) | -8% | 1% | 7% | -8% | 6% | 1% | 5% | -11%
Clc1cccc(OCCN2CCNCC2)c1 | -8% | -1% | -6% | 6% | ? | 5% | -2% | -1%
CCCNC(=O)C1=CC(c2ccc3c(c2)OCO3)=NS(=O)(=O)N1C | . | -2% | -1% | . | . | -15% | -5% | .
Cc1cc(C)n(CC(O)COCc2ccco2)n1 (stereo unspecified) | -4% | 0% | -4% | 4% | 1% | -7% | -12% | -12%
O=C1CCN(S(=O)(=O)c2ccc(Br)cc2)CCN1 | -4% | 0% | -4% | . | 0% | 2% | -18% | -2%
O=C1c2ccccc2CCC12N=NCC2c1ccc(Br)cc1 (stereo unspecified) | 2% | 0% | -25% | . | -1% | -11% | -4% | -5%
COc1ccc(N(C(=O)Cc2cccs2)C2C=CS(=O)(=O)C2)cc1 (stereo unspecified) | 35%[activator] | -1% | -17% | -20% | 0% | 5% | 4% | i
O=C(CNC1CCCCCC1)c1cccs1 | -2% | -3% | -3% | 6% | -5% | -3% | 4% | i
CCN(C(=O)c1cccs1)c1nc(-c2ccc(OC)cc2)cs1 | 11% | -5% | ? | -18% | ? | -11% | 2% | i
COc1cc(C(=O)NC(=S)Nc2ccc3c(c2)OCO3)cc(OC)c1OC | -3% | -1% | -19% | -4% | 1% | 2% | -1% | i
O=C1N=C(N2CCOCC2)S/C1=C\c1cccs1 | 24% | -3% | -24% | 2% | -26% | 2% | -5% | -8%
COc1cccc(CNC(=O)C(CC(C)C)NS(=O)(=O)c2ccc3c(c2)oc(=O)n3C)c1 (stereo unspecified) | . | -26% | -14% | . | . | -3% | 2% | .
Cc1cccc(CSc2nnc([C@@H]3CCCN3)o2)c1 | 18% | -4% | -13% | 18% | -2% | -8% | -5% | -10%
O=C(NCc1ccc2c(c1)OCO2)c1ccc2c(c1)N(Cc1c(F)cccc1Cl)C(=O)c1ccccc1S2 | . | 1% | 0% | . | . | ? | -3% | .
Cc1ccccc1CC1(CO)CCCN(C(=O)c2ccccc2N(C)C)C1 (stereo unspecified) | 15% | 0% | -4% | -3% | -10% | 2% | -1% | -9%
CN(C)c1ccc(/C=C2\N=C(c3ccc(Cl)c([N+](=O)[O-])c3)NC2=O)cc1 | 262%[activator] | 5% | 0.89µM* | -13% | 2% | -15% | 6% | -13%
COc1ccc(C(=O)NCc2nnc(SCC(=O)Nc3ccccc3)n2-c2ccc(F)cc2)cc1 | . | -6% | 4% | . | . | 0% | 1% | .
COc1ccc(N2CCN(C(=O)C3CC(=O)N(c4ccc(C)cc4)C3)CC2)cc1 (stereo unspecified) | 6% | 1% | -12% | -1% | 1% | 12% | -2% | -3%
CS(=O)(=O)N1CCN(C(=O)c2ccc(Br)s2)CC1 | -5% | -1% | -2% | . | -3% | -4% | -1% | -4%

Going on with the list.
SMILES | GoLoco inh red | TR SRC2 fluor cs | Tau ThT inhib | L3MBTL1 block | KDM4E inh | Tau FP inhib | TRb SRC2 PPI | RECQ1 inh
CS(=O)c1ccccc1-c1nc(-c2cc(C(F)(F)F)cc(C(F)(F)F)c2)no1 (stereo unspecified) | 8% | -2% | -16% | 5% | 9% | 2% | -15% | -8%
O=S(=O)(NCC1CCCO1)c1ccc(S(=O)(=O)N(Cc2ccccn2)C2CC2)cc1 (stereo unspecified) | -10% | -4% | -6% | -4% | -5% | -6% | -2% | -1%
CCc1nnc(NS(=O)(=O)c2ccc(N=Cc3c(C)[nH]n(-c4ccc(Cl)cc4)c3=O)cc2)s1 | 4% | -3% | -15% | -9% | -17% | 11% | 5% | -4%
Fc1ccc(Nc2nc(-c3ccc(F)cc3)c3c(n2)-c2ccccc2OC3)cc1 | . | 0% | 0% | . | . | -20% | 5% | .
O=C(COC(=O)c1cc(Cl)ccc1[N+](=O)[O-])NCc1ccc(Cl)cc1Cl | -7% | -1% | ? | -10% | 7% | 16% | -5% | -14%
O=C(Cc1ccccc1)Nc1c[nH]c(=O)[nH]c1=O | 6% | 7% | -2% | 7% | 4% | 0% | 11% | 2%
O=C(CN1C(=O)CSc2ccc(S(=O)(=O)N3CCOCC3)cc21)NCCCN1CCCCC1 | . | -2% | 6% | . | . | 2% | 4% | .
Cn1c(C(=O)O)c(CC(=O)NCc2cccnc2)c2ccccc21 | -20% | 1% | -3% | -4% | 0% | 8% | -7% | 4%
CCCn1c(=O)c2sccc2n2c(CCCC(=O)NCc3ccccc3)nnc12 | . | -3% | 2% | . | . | -2% | 4% | .
C[C@@H](C(=O)Nc1ccc2ccccc2c1)[C@@H]1C[C@@]1(C)[C@@H](NC(=O)c1cnccn1)c1ccccc1 | -11%&9% | -2%&-4% | 6%&-11% | -12% | 1%&-6% | ? | 8%&0% | -3%&-10%
CC(/C=N/Nc1nc(C)cc(C)n1)=C\c1ccc(C(C)C)cc1 | 0% | -1% | ? | -5% | 3% | 0% | 6% | -2%
O=c1cnn(-c2ccccc2)c(-c2ccccc2)c1 | 1% | -4% | -3% | 10% | 6% | -8% | -9% | -9%
N#Cc1c(-c2ccccc2Cl)cc(-c2ccccc2)nc1Br | -16% | -12% | 10% | 118%[activator] | -1% | -8% | -3% | -9%
COc1cccc(CCc2nnc(CCC(=O)NCCc3cccc(C)n3)o2)c1 | 3% | -2% | -3% | 2% | 6% | -3%[2.34 µM] | 3% | 23%
CN(C)C(C(=O)NC1CCCCC1)c1ccc(Cl)cc1 (stereo unspecified) | -1% | -1% | 2% | . | 1% | 7% | 8% | -4%
CN(C)C(/C=C/Nc1cccc([N+](=O)[O-])c1)=C(C#N)C#N | -16% | 2% | ? | -4% | -7% | -4% | -7% | -2%
O=C(NCCC1=CCCCC1)C1CCN(C(=O)c2ccc(Br)cc2)CC1 | . | -4% | -1% | 7% | -1% | -13% | 4% | -9%
CCOc1ccc2c(c1)c1nnc(SCC(=O)N3CCCCC3C)nc1n2C (stereo unspecified) | 0% | -2% | -8% | 3% | -8% | 3% | -3% | -10%
COc1cccc(C(C(=O)NC2CCCCC2)N(C(=O)c2ccccn2)c2cccnc2)c1 (stereo unspecified) | 27% | -4% | -7% | -4% | -19% | -11% | 1% | 0%
COc1ccccc1C(=O)N1CCC(C(=O)c2ccc(F)cc2)CC1 | . | -5% | -7% | 1% | 5% | -9% | 6% | -2%
Cn1nnnc1SCCNCc1cc(Cl)ccc1OCc1ccccc1 | 3% | 2% | -14% | 7% | ? | 5% | -2% | -3%
